Screening results: PubChem BioAssay, National Center for Advancing Translational Sciences (NCATS)
Pin1 inh – inhibitors of human Pin1; 0.009% of 390,000 active; Q13526; Potency, µM (series often up to 115 µM), for inactives: at the top dose activity, negative = inhibition, actives largely listed as inhibitors; Pin1 FP peptide displacement, HiFluor488, 10 min; active means well fitted inhibition curve with a large enough effect in the polarisation, with a control signal flat, not every such curve was filed as active; inconclusive means small, poorly fitted or top-dose-only effect, or effect the other way, or a change in a side signal; inactive means no such curve, though single readings can be large or run the other way; the % refers to the polarisation; further: potency means the concentration at half of the fitted maximal effect; on the % scale 0 is the no-effect control and ±100 the full control effect
BAZ2B block – BAZ2B (human) inhibition | 4.4% of 360,000 active | AID 504333 | Potency, µM (highest dose often 114 µM), for the others: at the top dose activity change, negative = inhibition, most hits filed as inhibitors | Q9UIF8 | AlphaScreen BAZ2B-H3K14Ac peptide displacement; further: potency means the concentration at half of the fitted maximal effect; on the % scale 0 is the no-effect control and ±100 the full control effect; nearly all actives have a fitted effect of over 60% in size
Target sequence (Q9UIF8 whole entry, looked up): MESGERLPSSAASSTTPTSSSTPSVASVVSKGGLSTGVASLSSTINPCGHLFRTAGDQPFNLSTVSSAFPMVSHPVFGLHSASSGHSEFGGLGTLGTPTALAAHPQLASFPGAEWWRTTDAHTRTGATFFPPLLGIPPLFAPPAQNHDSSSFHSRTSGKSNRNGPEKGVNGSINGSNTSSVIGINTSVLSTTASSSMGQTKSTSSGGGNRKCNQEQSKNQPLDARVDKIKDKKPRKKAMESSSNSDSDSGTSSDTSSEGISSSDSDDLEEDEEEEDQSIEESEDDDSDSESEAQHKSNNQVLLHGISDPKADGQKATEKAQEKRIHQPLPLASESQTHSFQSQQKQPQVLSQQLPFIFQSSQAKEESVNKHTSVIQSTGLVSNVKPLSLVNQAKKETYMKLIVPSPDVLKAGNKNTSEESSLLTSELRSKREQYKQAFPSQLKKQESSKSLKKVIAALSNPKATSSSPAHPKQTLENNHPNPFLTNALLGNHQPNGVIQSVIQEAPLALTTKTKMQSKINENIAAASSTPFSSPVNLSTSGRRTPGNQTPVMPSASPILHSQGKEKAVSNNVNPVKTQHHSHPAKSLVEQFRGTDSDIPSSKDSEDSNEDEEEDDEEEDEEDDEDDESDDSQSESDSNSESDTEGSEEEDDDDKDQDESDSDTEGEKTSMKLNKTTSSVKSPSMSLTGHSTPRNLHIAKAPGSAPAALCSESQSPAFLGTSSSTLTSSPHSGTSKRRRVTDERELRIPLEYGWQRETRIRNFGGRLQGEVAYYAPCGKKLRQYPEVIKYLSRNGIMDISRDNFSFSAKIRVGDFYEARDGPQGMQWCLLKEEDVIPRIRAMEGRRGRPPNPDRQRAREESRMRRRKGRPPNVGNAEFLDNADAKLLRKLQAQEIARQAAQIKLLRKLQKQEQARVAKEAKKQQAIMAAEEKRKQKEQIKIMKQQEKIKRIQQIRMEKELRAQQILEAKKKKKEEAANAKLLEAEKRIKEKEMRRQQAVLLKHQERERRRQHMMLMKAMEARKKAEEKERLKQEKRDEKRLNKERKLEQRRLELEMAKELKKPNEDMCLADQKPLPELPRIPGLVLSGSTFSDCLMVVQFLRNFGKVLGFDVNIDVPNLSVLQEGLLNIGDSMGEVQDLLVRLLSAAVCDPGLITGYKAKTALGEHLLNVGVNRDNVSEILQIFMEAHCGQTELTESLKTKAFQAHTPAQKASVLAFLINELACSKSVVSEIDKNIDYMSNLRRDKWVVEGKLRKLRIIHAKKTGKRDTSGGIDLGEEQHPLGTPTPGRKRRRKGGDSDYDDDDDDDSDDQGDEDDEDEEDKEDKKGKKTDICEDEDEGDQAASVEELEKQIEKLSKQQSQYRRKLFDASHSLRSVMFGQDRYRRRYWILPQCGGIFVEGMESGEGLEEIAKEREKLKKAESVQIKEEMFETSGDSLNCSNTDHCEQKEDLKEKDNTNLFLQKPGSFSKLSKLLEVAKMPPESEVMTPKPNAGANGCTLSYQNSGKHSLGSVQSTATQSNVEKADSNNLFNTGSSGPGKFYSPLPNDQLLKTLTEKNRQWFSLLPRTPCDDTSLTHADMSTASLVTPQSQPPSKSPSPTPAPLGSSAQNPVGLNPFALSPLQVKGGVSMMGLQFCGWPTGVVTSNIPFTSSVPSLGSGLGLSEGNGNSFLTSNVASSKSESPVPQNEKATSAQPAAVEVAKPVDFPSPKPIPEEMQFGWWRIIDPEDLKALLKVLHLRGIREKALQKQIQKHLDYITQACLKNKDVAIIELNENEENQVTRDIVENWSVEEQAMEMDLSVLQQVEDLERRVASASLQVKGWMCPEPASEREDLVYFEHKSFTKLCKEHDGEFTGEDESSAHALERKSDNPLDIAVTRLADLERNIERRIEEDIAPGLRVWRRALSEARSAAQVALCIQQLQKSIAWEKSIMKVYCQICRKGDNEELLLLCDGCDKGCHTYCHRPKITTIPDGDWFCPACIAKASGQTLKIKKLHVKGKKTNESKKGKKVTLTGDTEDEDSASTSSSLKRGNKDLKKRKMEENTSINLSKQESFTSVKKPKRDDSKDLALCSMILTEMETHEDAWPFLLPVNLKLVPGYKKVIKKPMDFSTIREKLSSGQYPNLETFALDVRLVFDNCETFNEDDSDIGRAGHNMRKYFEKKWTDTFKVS
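AlphaScreen displacement: compounds (up to 110uM) incubated 30 min at room temperature with a preformed 50 nM BAZ2B/50 nM biotinylated H3K14Ac peptide complex in PBS pH 7.4 with Tween-20. Donor and acceptor beads at 10 ug/mL final added, 20 min light-protected before reading.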
HP1b chromo inh – inhibitors of HP1-beta chromodomain binding to methylated histone tails | AlphaScreen HP1-beta / biotin-H3K9me3 peptide binding | Potency, µM (top dose mostly 114 µM), inactives show top-dose activity change, negative = inhibition, hits mostly inhibitors | 0.56% of 390,000 active; further: potency means the concentration at half of the fitted maximal effect; nearly all actives have a fitted effect of over 70% in size; inactives centre near 23
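AlphaScreen: HP1-beta (50 nM) preformed 30 min with biotin-H3(1-18)K9me3 peptide (50 nM) in PBS pH 7.4, 0.01% Tween-20. Compound added for 30 min at RT, then streptavidin donor/nickel chelate acceptor beads (10 ug/mL) for 30 min.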
ERG Ets-DNA blk – ERG Ets/DNA interaction inhibition; P11308; fluorescence polarization, His-ERG Ets domain / labelled DNA; Potency, µM (doses to about 76.9 µM), for inactives: top-dose FP activity, negative = inhibition, usual class: inhibitors; 0.028% of 370,000 active; AID 624246; active means well fitted inhibition curve with a large enough effect in the polarisation, with a control signal flat; inconclusive means small, poorly fitted or top-dose-only effect, or effect the other way, or a change in a side signal; inactive means no such curve, though single readings can be large or run the other way; the % refers to the polarisation;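 further: polarization taken with two DNA probes labelled with fluorescein and Texas red; potency means the concentration at half of the fitted maximal effect; % of control where 0% means no effect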
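His-tagged ERG Ets domain (1 uM in the protein solution; 300mM KCl, 50mM Tris-HCl, 1mM EDTA, 1mM DTT, pH 7.5) received compound, then a probe mix of 5 nM fluorescein-DNA and 100nM Texas-615-DNA. Fluorescence polarization was read for both dyes.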
PGK inhibitor – blocks T. brucei phosphoglycerate kinase. PGK/GAPDH coupled, Kinase-Glo luminescence, 60 min. Potency, µM (doses to about 57.5 µM), inactives show top-dose activity change, negative = inhibition, actives largely listed as inhibitors. 0.043% of 380,000 active. AID 602233; further: potency means the concentration at half of the fitted maximal effect; on the % scale 0 is the no-effect control and ±100 the full control effect; nearly all actives have a fitted effect of over 60% in size
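Luminescent ATP detection (Kinase-Glo Plus) follows a 60-minute room-temperature incubation, with wells lacking PGK as controls. Buffer: 100 mM TEA (pH 7.6), 5 mM MgCl2, 0.01% Tween-20. Coupling enzyme GAPDH (100 nM final) supplies unstable 1,3-BPG in-well.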
GLS inhibitor – blocks human kidney-isoform glutaminase activity; Potency, µM (highest dose often 45.5 µM), for the others: top-dose activity change, negative = inhibition, actives largely listed as inhibitors; GLS enzymatic activity, qHTS titration; 0.21% of 410,000 active; further: potency means the concentration at half of the fitted maximal effect; on the % scale 0 is the no-effect control and ±100 the full control effect
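Coupled fluorescence readout: glutamate oxidase/HRP/Amplex Red detect glutamate formed by hKGA from L-glutamine (1 mM solution added). Buffer 45 mM KH2PO4 pH 8.2, 0.02% Tween-20; reads at t0 and 30 min RT.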
JMJD2A Tudor – JMJD2A Tudor domain (human) inhibition. O75164. AlphaScreen JMJD2A-Tudor / H3K4me3 peptide binding. Potency, µM (top dose mostly 114 µM), inactives show top-dose activity change, negative = inhibition, actives largely listed as inhibitors. 4.4% of 390,000 active. AID 504339; further: potency means the concentration at half of the fitted maximal effect; on the % scale 0 is the no-effect control and ±100 the full control effect; nearly all actives have a fitted effect of over 50% in size
G9a block – inhibitors of human histone lysine methyltransferase G9a | G9a H3K9 monomethylation, AlphaScreen, 2 h | 8.8% of 350,000 active | Potency, µM (titrated, usually from 102 µM), for the others: at the top dose activity, negative = inhibition, actives largely listed as inhibitors | Q96KQ7; further: potency means the concentration at half of the fitted maximal effect; on the % scale 0 is the no-effect control and ±100 the full control effect; nearly all actives have a fitted effect of over 75% in size
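G9a (20 nM) preincubated 15 min RT with compounds, then 500 nM biotinylated H3K9 peptide and 20 uM SAM added; 2 h RT reaction. Monomethyl-H3K9 product detected by AlphaScreen with anti-H3K9me1 antibody, streptavidin donor and anti-rabbit IgG acceptor beads.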
PI4K2A inh – inhibitors of human PI4K2A; purified PI4K2A, ADP-Glo luminescence, 1 h; stronger effect = lower value; activity change, negative = inhibition, % at 76.9 µM; 0.13% of 420,000 active; in the data active means activity change below about -50%; inconclusive means mostly about -30% to -49%;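 further: -100% = wells without enzyme as full effect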
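PI4K2A activity was measured by ADP-Glo luminescence: enzyme (4 ug/mL stock) and phosphatidylinositol (1.2 mM stock) in Tris pH 7.5/MgCl2/EGTA/Triton X-100 buffer were reacted with ATP (300 microM stock) for one hour at ambient temperature.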
The depositor's hits bear a star; i = inactive; ? = inconclusive; / = not tested or not shown; & = joins results of further samples; ! = not active in a repeat; [ ] = another dose, or the depositor's remark. Unless noted, the call rests on the fitted dose curve; in most records, active means well fitted curve in the direction sought with a large enough effect; inconclusive means small, poorly fitted or top-dose-only effect, or another doubt; inactive means no such curve, though single readings can be large; an effect the other way counts as inactive or inconclusive.

| SMILES | Pin1 inh | BAZ2B block | HP1b chromo inh | ERG Ets-DNA blk | PGK inhibitor | GLS inhibitor | JMJD2A Tudor | G9a block | PI4K2A inh |
| --- | --- | --- | --- | --- | --- | --- | --- | --- | --- |
| NC(=O)c1nsc(C(=O)N(Cc2ccco2)C(C(=O)NC2CCCC2)c2ccc(O)cc2)c1N (stereo unspecified) | 0% | -17% | 29% | -4% | i | -18% | -12% | -16% | -2 |
| COc1ccc(-c2cn3nc(N4CCC(C(=O)Nc5cccc(C)c5C)CC4)sc3n2)cc1 | 3% | 0% | -7% | -2% | i | -2% | -19% | ? | 1 |
| O=[N+]([O-])c1ccc(S(=O)(=O)NCC(c2cccnc2)N2CCOCC2)cc1 (stereo unspecified) | 0% | / | 33% | -5% | i | -3% | -8% | -8% | -6 |
| CN(C)c1cccc2c1c(NC(=O)c1ccc(Cl)cc1)nn2C | -5% | -19% | -18% | -6% | -4% | -4% | -20% | ? | -6 |
| COc1ccc(C2=NC(C)(C)N(CC(=O)Nc3cc(OC)cc(OC)c3)C2=O)cc1 | 0% | 21% | 63%[activator] | 0% | / | -3% | -13% | 15%[59 µM] | -1 |
| Cc1c(N2C(=O)/C(=C/C3CC=CCC3)SC2=S)c(=O)n(-c2ccccc2)n1C (stereo unspecified) | ? | ? | -23% | 62%[activator] | 3% | -8% | -17% | -48%[12.7 µM] | 1 |
| COc1ccc(C(=O)NCc2ccc(N3CCN(C(=O)OC(C)(C)C)CC3)cc2)cc1 | -14% | -32% | -16% | 3% | -2% | 20% | ? | -17%[59 µM] | -3 |
| Cn1cccc1/C=C(\C#N)C(N)=S | 6% | ? | -17% | 4% | -5% | 0% | -23% | 50µM* | 0 |
| CCc1nnc2c(NCCc3ccc(OC)c(OC)c3)nc3ccccc3n12 | -2%&-4% | ? | 10%&18% | 0%&2% | -3%&8% | 39%&0%[activator] | 32µM*! | 4% | 0&-5 |
| O=C(NCc1ccccc1)c1n[nH]nc1-c1ccccc1O | 8% | -36% | 37% | -7% | 1% | 17% | 1% | ? | 0 |
| CCOC(=O)c1nn(-c2ccc(F)cc2)c(=O)c(C#N)c1C | 2% | -2% | 10% | -3% | 3% | 1% | -7% | / | 3 |
| CCn1c(C)c(C)c2cc(C(=O)Nc3cccc(Cl)c3)ccc21 | 15% | -11%[57.1 µM] | -8% | -3% | -1% | 1% | -31%[57.1 µM] | 79µM* | 3 |
| COc1ccc(-n2c(-c3cnccn3)n[nH]c2=S)cc1 | -7% | ? | 15% | 10% | -1% | 0% | 8.9µM* | 5µM* | 5 |
| CN(c1ccc(S(=O)(=O)N2CCOCC2)cn1)C1CCCCC1 | -8% | -26% | 49%[activator] | 11% | -7% | -2% | -20% | -1% | -5 |
| CC1=CC(C)(C)N(C(=O)CN2C(=O)c3ccccc3C2=O)c2ccc(C)cc21 | -4% | 21% | 23% | / | / | 10% | -17% | -3%[59 µM] | 1 |
| COc1cc(C#Cc2ccc3cc(CCO)oc(=O)c3c2)cc(OC)c1 | 3% | / | 23% | -1% | 9% | 15% | -27% | / | -1 |
| O=[N+]([O-])c1ccccc1OCCOCCOc1cccc2cccnc12 | -10% | 32µM* | ? | -1% | -3% | 5% | 20µM* | 2µM* | 2 |
| CCc1nnc(NC(=O)CN2C(=O)c3ccccc3S2(=O)=O)s1 | -1% | -5% | 15% | / | -6% | 29% | -36% | -8%[59 µM] | -2 |
| COc1ccccc1C(O)(C(=O)NNc1cccc(C)c1)c1ccccc1OC | -1% | -7% | 18% | 11% | -8% | 0% | -9% | 19% | 3 |
| COc1ccc(-n2nnnc2CNC(=O)C2CC(=O)N(c3ccc(Cl)cc3)C2)cc1 (stereo unspecified) | 1% | -2% | 14% | -13% | 2% | 14% | -10% | ? | 2 |
| O=C(c1cc(COc2ccccc2)on1)N1CCCC(CN2CCOCC2)C1 (stereo unspecified) | -5% | -16% | 53%[activator] | -1% | i | 2% | -15% | 13% | 0 |
| Clc1cccc(N2CCN(c3ncnc4c3nc3n4CCCC3)CC2)c1 | -1% | -19% | 48%[activator] | 5% | -5% | -16% | 4% | -4%[59 µM] | -5 |
| O=C(CCCOc1ccc(Cl)cc1Cl)NCCCO | 3% | 3% | 14% | 0% | 1% | 2% | -7% | 4%[59 µM] | 3 |
| CCCCc1nnc(NC(=O)CN2C(=O)c3ccccc3C2=O)s1 | 5% | -37% | 19% | -3% | 12% | -10% | -1% | -34% | -2 |
| CC(=O)Nc1ccc(NC(=O)COC(=O)C2CCC(C(C)(C)C)CC2)cc1 (stereo unspecified) | -6% | / | 34% | 11% | -3% | -1% | -5% | / | 3 |
| CO/N=C(\N)c1ccc([N+](=O)[O-])cc1 | -2% | 5% | 32% | 1% | 6% | -2% | -12% | -6% | -2 |
| COc1ccc2c(C)c(C)c(=O)oc2c1OC | -1% | -5% | 18% | -5% | -3% | -1% | -12% | 10% | 0 |
| CC(=O)c1cccc(NC(=O)CN2CCc3cc4c(cc3C2C)OCCCO4)c1 (stereo unspecified) | -1% | ? | 27% | -12% | -5% | 9% | -18% | 7% | 0 |
| CCCCN(CC)CCCNC(=O)c1cn(CC)c2ccc(S(=O)(=O)N3CCOCC3)cc2c1=O | -1% | / | 16% | -1% | 2% | 4% | -14% | 3%[59 µM] | 2 |
| CCN(CC)C(=O)C12CC3CC(CC(Cl)(C3)C1)C2 | 0% | -5% | 42%[activator] | -25% | i | 3% | -4% | 41%[59 µM] | 3 |

Given with two lines to a compound: entries from further up
The line under a structure holds: Pin1 inh, BAZ2B block, HP1b chromo inh, ERG Ets-DNA blk, PGK inhibitor, GLS inhibitor, JMJD2A Tudor, G9a block, PI4K2A inh
> COc1cc(C#Cc2ccc3cc(CCO)oc(=O)c3c2)cc(OC)c1
  3%, /, 23%, -1%, 9%, 15%, -27%, /, -1
> NC(=O)c1nsc(C(=O)N(Cc2ccco2)C(C(=O)NC2CCCC2)c2ccc(O)cc2)c1N (stereo unspecified)
  0%, -17%, 29%, -4%, i, -18%, -12%, -16%, -2
> CCc1nnc2c(NCCc3ccc(OC)c(OC)c3)nc3ccccc3n12
  -2%&-4%, ?, 10%&18%, 0%&2%, -3%&8%, 39%&0%[activator], 32µM*!, 4%, 0&-5
> COc1ccccc1C(O)(C(=O)NNc1cccc(C)c1)c1ccccc1OC
  -1%, -7%, 18%, 11%, -8%, 0%, -9%, 19%, 3
> CCc1nnc(NC(=O)CN2C(=O)c3ccccc3S2(=O)=O)s1
  -1%, -5%, 15%, /, -6%, 29%, -36%, -8%[59 µM], -2

(further entries)
| SMILES | Pin1 inh | BAZ2B block | HP1b chromo inh | ERG Ets-DNA blk | PGK inhibitor | GLS inhibitor | JMJD2A Tudor | G9a block | PI4K2A inh |
| --- | --- | --- | --- | --- | --- | --- | --- | --- | --- |
| COc1ccccc1CNC(=O)c1cc2sccc2n1C | -3% | -25% | 10% | 2% | -1% | 2% | ? | -27% | -6 |
| Cc1ccc(C(=O)OCC(=O)c2c(N)n(C)c(=O)n(C)c2=O)cc1S(=O)(=O)N1CCCCC1 | -4% | -12% | 4% | 2% | -6% | 1% | -19% | 2% | 3 |
| O=C(N/N=C/c1coc2ccc(Cl)cc2c1=O)c1ccncc1 | 4% | -15% | 37%[activator] | -3% | -4% | 21% | -22% | 8% | -2 |
| CCOc1ccc(-c2cc(C(=O)NCCCN3CCN(CC)CC3)c3ccccc3n2)cc1 | 6% | -2% | 10% | -2% | 2% | 2% | -12% | -24%[59 µM] | 22 |
| Cc1cc(C(=O)NCC(C)C)c2ccccc2n1 | -5% | -3% | 11% | 6% | 0% | 10% | -16% | 0%[59 µM] | 4 |
| CCOC(=O)c1ccccc1NC(=O)CN(c1ccccc1OC)S(C)(=O)=O | -4% | -1% | 7% | / | -5% | -2% | -19% | 0% | -2 |
| Cc1cccc(NC(=O)Cn2ccn(-c3ccc4c(c3)OCCO4)c(=O)c2=O)c1 | 4% | -12% | 25% | -11% | -1% | -3% | -7% | -11% | 3 |
| CCOc1ccc(NC(=O)CCC(=O)NNC(=O)Nc2ccc(Cl)cc2)cc1 | 2% | 1% | -4% | -1% | 4% | -1% | -5%[11.4 µM] | -50% | -1 |
| C/C=C/c1ccc(OCC(=O)OCC(=O)Nc2c(C)nn(-c3ccccc3)c2C)c(OC)c1 | -2% | -1% | 22% | 3% | i | 8% | -22% | ? | -2 |
| COc1cccc2c(=O)cc(C)n(CC(=O)Nc3ccccc3C)c12 | -2% | 5% | 23% | -2% | -2% | 1% | -6% | -23%[59 µM] | 9 |
| CN(C)c1nnnn1-c1ccc(OC(F)(F)F)cc1 | -9% | 2% | 15% | -3% | -10% | 0% | 1% | -3% | -2 |
| CC1CN(c2nc3c(c(=O)n(C)c(=O)n3C)n2Cc2c(F)cccc2Cl)CC(C)O1 (stereo unspecified) | -3% | / | 34% | 1% | -4% | -1% | -14% | 11%[59 µM] | -3 |
| CC(=O)c1ccc(NC(=O)c2onc(C)c2Cl)cc1 | -2% | 1% | 42%[activator] | 14% | -6% | 0% | 4% | 4% | -11 |
| COc1ccc(C(=O)NCCN2CCCC2)cc1 | -7% | 7% | 24% | 9% | 5% | 6% | -13% | -74% | 4 |
| Cc1ccc(CSc2ccc(S(=O)(=O)N3CCOCC3)cn2)cc1 | 0% | -5% | 36% | 3% | -7% | 3% | -1% | 34%[12.7 µM] | -5 |
